FLuc modulator – inhibits or activates purified firefly luciferase, miR-21 counter-screen; AID 588342; P08659; purified FLuc, Km substrates, luminescence inhibition; 6.9% of 360,000 active; Potency, µM (doses to about 57.5 µM), for the others: top-dose activity change, negative = inhibition, most hits filed as inhibitors;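 further: potency means the concentration at half of the fitted maximal effect; plate controls were vehicle for no effect and reference inhibitor for full effect; nearly all actives have a fitted effect of over 55% in size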
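Purified P. pyralis luciferase, 10 nM final, with Km-level 10 uM D-luciferin and 10 uM ATP in 50 mM Tris acetate pH 7.5, 10 mM Mg acetate, 0.01% Tween-20, 0.05% BSA; 6-point qHTS titration about 60 µM downward; luminescence read.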
ELG1 repair inh – blocks ELG1-dependent DNA repair in HEK293T cells; HEK293T ELG1-luciferase reporter, luminescence, 16 h; DNA damage induced by 5-fluorouridine; Potency, µM (top dose mostly 46.1 µM), inactives show at the highest dose activity change, negative = inhibition, usual class: inhibitors; 2.3% of 330,000 active; AID 504467; further: potency means the concentration at half of the fitted maximal effect; on the % scale 0 is the no-effect control and ±100 the full control effect; nearly all actives have a fitted effect of over 55% in size
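Luminescence from the luciferase reporter, measured 30 min after ONE-Glo reagent at room temperature, was the read-out. Beforehand, 2,000 cells per well were exposed for 16 hr at 37 °C to 5-fluorouridine together with compound or vehicle.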
RORg inh – inhibitors of mouse ROR gamma transcriptional activity | Potency, µM (top dose mostly 53.6 µM), for inactives: top-dose activity change, negative = inhibition, most hits filed as inhibitors | Drosophila S2 Gal4-RORgamma UAS-luciferase reporter, 20 h | 5.4% of 310,000 active | P51450; further: potency means the concentration at half of the fitted maximal effect; on the % scale 0 is the no-effect control and ±100 the full control effect; nearly all actives have a fitted effect of over 60% in size
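Schneider cells (Drosophila), stable Gal4 DBD–ROR gamma + UAS-luc; 1 hr cmpd preincubation; Cu2+ induction 700 uM final; 20 hr ambient; luminescence.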
Rab9 promoter act – Rab9 promoter activation. 2.8% of 320,000 active. Potency, µM (series often up to 9.22 µM), inactives show top-dose activation, negative = inhibition, hits mostly activators. Huh7 Rab9 promoter-luciferase reporter, luminescence, 24 h; further: potency means the concentration at half of the fitted maximal effect; % of control where 0% means no effect; nearly all actives have a fitted effect of over 60% in size
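Measured in stably transfected Huh7 cells bearing a Rab9 promoter–luciferase construct: 24 h compound treatment at 37 °C, followed by luminescence detection.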
VP16 counter – counter-screen for ROR gamma inhibitors: Gal4-VP16 reporter | Potency, µM (titrated, usually from 53.6 µM), inactives show at the top dose activity, negative = inhibition, usual class: inhibitors | 3.5% of 310,000 active | Drosophila S2 Gal4-VP16 UAS-luciferase, luminescence, 20 h | AID 2546;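 further: Gal4-VP16 expression switched on by copper sulfate through the metallothionein promoter; potency means the concentration at half of the fitted maximal effect; on the % scale 0 is the no-effect control and ±100 the full control effect; nearly all actives have a fitted effect of over 50% in size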
Mito fusion yeast – blocks mitochondrial division or promotes mitochondrial fusion; AID 485298; 0.23% of 320,000 active; Potency, µM (series often up to 46.1 µM), for inactives: at the top dose growth rescue (activation), most hits filed as activators; S. cerevisiae fusion-defective mutant growth rescue, CellTiterGlo 48 h;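 further: potency means the concentration at half of the fitted maximal effect; % of control where 0% means no effect; nearly all actives have a fitted effect of over 45% in size; temperature-sensitive fusion mutants such as fzo1-1 at 37 °C on non-fermentable ethanol glycerol medium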
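Read-out: ATP-based luminescence (CellTiterGlo, 10 min ambient) reporting growth of fusion-defective ts yeast after 48 hours at 37C on glycerol/ethanol YPEG medium in the presence of compound.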
NPC1 promoter act – activates the NPC1 promoter; Huh7 NPC1 promoter luciferase reporter, 24 h; Potency, µM (series often up to 9.22 µM), for the others: at the highest dose activation, most hits filed as activators; 2.4% of 320,000 active;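 further: potency means the concentration at half of the fitted maximal effect; % of control where 0% means no effect; nearly all actives have a fitted effect of over 60% in size; reporter is driven by a mutant NPC1 promoter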
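Quantitative HTS used a cell-based reporter: Huh7 cells stably bearing the NPC1 promoter upstream of luciferase were treated with compounds for 24 h, and promoter activation was read as luminescence.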
KCNH2 3.1 inh – KCNH2 3.1 (human) potassium channel inhibition; U2OS KCNH2 3.1, thallium flux FluxOr; hits give low values; activity change, % (tested at about 1.8 µM); 0.95% of 340,000 active;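 active means maximum activity change below -70%; inconclusive means maximum activity change from -70% to -50%; inactive means maximum activity change above -50%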;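 further: thallium influx rate constant from kinetic fluorescence after stimulation buffer; on the % scale 0 is the no-effect control and ±100 the full control effect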
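Thallium flux read-out: FluxOr dye with Red40 quencher in HBSS/HEPES, 45 min at RT. Rate constants from kinetic reads were normalized to positive and negative DMSO controls. Cells: U2OS virally expressing the 3.1 isoform.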
Menin MLL FP TR – menin-MLL binding inhibition, Texas Red mutant peptide; AID 1768; Menin + Texas Red MLL mutant peptide, fluorescence polarization; Potency, µM (titrated, usually from 61.6 µM), for the others: at the highest dose FP activity change, negative = inhibition, usual class: inhibitors; O00255; 0.23% of 270,000 active; active means well fitted inhibition curve with a large enough effect in the polarisation, with a control signal flat, not every such curve was filed as active; inconclusive means small, poorly fitted or top-dose-only effect, or effect the other way, or a change in a side signal; inactive means no such curve, though single readings can be large or run the other way; the % refers to the polarisation; further: potency means the concentration at half of the fitted maximal effect; % of control where 0% means no effect; many of its hits are not listed in these tables
Target sequence (O00255 whole entry, looked up): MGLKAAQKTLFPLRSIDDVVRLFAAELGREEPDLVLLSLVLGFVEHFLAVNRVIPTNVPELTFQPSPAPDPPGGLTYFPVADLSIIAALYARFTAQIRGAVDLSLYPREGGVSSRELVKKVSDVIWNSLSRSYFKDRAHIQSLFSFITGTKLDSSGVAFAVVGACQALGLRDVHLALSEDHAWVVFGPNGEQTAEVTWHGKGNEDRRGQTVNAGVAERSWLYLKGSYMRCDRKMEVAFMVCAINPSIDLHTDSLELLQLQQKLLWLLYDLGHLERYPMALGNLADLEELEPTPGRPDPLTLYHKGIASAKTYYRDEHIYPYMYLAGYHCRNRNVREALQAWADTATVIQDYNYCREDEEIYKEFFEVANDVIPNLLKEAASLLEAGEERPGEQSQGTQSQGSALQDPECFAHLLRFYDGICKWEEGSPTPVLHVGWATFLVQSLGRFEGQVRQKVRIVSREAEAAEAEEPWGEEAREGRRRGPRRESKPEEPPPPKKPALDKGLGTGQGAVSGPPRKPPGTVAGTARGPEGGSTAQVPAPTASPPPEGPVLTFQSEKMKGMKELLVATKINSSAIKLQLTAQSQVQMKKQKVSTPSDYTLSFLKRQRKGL
PKM2 activator – activators of human pyruvate kinase M2. P14618. Potency, µM (series often up to 57.5 µM), without a hit: at the highest dose activation, usual class: activators. purified PKM2, Kinase-Glo ATP luminescence, activation; response scale: 0% is enzyme alone, no compound. 0.34% of 260,000 active; further: potency means the concentration at half of the fitted maximal effect; on the % scale 0 is the no-effect control and ±100 the full control effect; nearly all actives have a fitted effect of over 55% in size
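Purified hPK-M2 (>95%) run at intermediate activity with 0.1 mM ADP and 0.5 mM PEP in 50 mM imidazole pH 7.2, KCl, MgCl2; 1 h room temperature. ATP formed read by Kinase-Glo luminescence; normalized to uninhibited and no-enzyme controls.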
MBNL1 CUG block – MBNL1-poly(CUG) RNA binding inhibition. Q9NR56. 0.036% of 280,000 active. Potency, µM (highest dose often 57.5 µM), without a hit: at the highest dose activity change, negative = inhibition, usual class: inhibitors. TR-FRET MBNL1-His/biotin-(CUG)12 binding, 665/545 ratio; active means well fitted inhibition curve with a large enough effect in the signal ratio, with a control signal flat, not every such curve was filed as active; inconclusive means small, poorly fitted or top-dose-only effect, or effect the other way, or a change in a side signal; inactive means no such curve, though single readings can be large or run the other way; the % refers to the signal ratio; further: potency means the concentration at half of the fitted maximal effect; on the % scale 0 is the no-effect control and ±100 the full control effect
Target sequence (Q9NR56 whole entry, looked up): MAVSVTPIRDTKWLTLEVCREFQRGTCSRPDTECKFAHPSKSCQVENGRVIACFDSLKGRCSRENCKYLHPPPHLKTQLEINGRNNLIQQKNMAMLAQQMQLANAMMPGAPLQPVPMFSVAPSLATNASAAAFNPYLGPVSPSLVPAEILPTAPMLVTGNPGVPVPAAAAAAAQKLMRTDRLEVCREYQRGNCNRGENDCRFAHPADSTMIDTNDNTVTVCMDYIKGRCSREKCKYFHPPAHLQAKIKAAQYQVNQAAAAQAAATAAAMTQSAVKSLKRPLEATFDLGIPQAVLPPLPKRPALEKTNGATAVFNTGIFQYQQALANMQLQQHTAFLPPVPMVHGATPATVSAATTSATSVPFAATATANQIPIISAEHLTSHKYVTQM
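Compounds (final 92 nM to 58 uM) are added to His-tagged MBNL1 and biotin-(CUG)12, then terbium anti-His antibody and streptavidin-XL665 (5 nM final). After 60 min at room temperature, the 665/545 nm ratio is read.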
Numbers without * were called inactive; ? = inconclusive; . = not tested or not shown; & = joins results of further samples; [ ] = dose if it differs, or a comment. Unless noted, the call rests on the fitted dose curve; in most records, active means well fitted curve in the direction sought with a large enough effect; inconclusive means small, poorly fitted or top-dose-only effect, or another doubt; inactive means no such curve, though single readings can be large; an effect the other way counts as inactive or inconclusive. Only part of the results is shown; rates above refer to the full screens.

SMILES	FLuc modulator	ELG1 repair inh	RORg inh	Rab9 promoter act	VP16 counter	Mito fusion yeast	NPC1 promoter act	KCNH2 3.1 inh	Menin MLL FP TR	PKM2 activator	MBNL1 CUG block
COc1cccc(C(=O)Nn2cnnc2)c1OC	-0.6%	-9.0%	-32.9%[1.91 µM]	-0.6%	-11.7%	0.3%	-4.0%	-7.2	13.2%	1.5%	1.4%
CCN(CC)S(=O)(=O)c1ccc(C)c(NC(=O)Cn2cnc3cc([N+](=O)[O-])ccc3c2=O)c1	-19.5%	16.4µM*	15.6%	-0.2%	?	-5.3%	-9.1%	-7.9	?	9.1%	?
Cc1ccc(NC(=O)CCCc2c[nH]c3ccccc23)nc1	-2.9%	0.7%	24.1%	7.3%	?	1.7%	-5.2%	8.4	14.6%	0.0%	9.0%
CC(C)(CNS(=O)(=O)c1ccc(F)cc1)CNS(=O)(=O)c1ccc(F)cc1	0.7%	-7.5%	10.4%	2.5%	18.5%	-4.1%	-1.3%	-14.4	-1.1%	-0.7%	-4.3%
CC1CCC(N2CCNCC2)CC1 (stereo not given)	5.6%	10.4%	-9.3%	-2.1%	-0.1%	-1.3%	-3.6%	-2.5	1.8%	-0.9%	-6.0%
CSc1ccc2nnc(-c3cccc(F)c3)n2n1	0.2%	0.1%	-30.9%	-5.8%	-5.9%	0.5%	-3.2%	6.7	.	1.1%	17.6%
Clc1ccc(-c2ccnc(Oc3cc(Cl)ccc3Cl)n2)cc1	3.9%	-3.7%	?	0.5%	?	1.9%	-1.5%	-19.4	29.0%	-1.1%	-0.1%
CCCCOC(=O)CSc1nc(N)c(C#N)c(-c2ccc(OC)cc2)c1C#N	3.1%	-0.4%	-17.7%	2.2%	7.6%	2.8%	1.2%	-4.6	?	3.5%	?
CC(=O)c1cc(CN2CCN(C(C)C)C(CCO)C2)cs1 (stereo not given)	1.0%	4.6%	2.3%	-2.1%	-7.4%	0.2%	0.4%	12.4	-11.2%	-0.4%	-1.6%
O=C(CN1C(=O)NC2(CCCCCC2)C1=O)c1ccccc1	3.0%	15.3%	?	9.2%	26.9%	1.1%	6.4%	-1.8	-8.0%	-1.5%	2.0%
COc1ccc(NC(=O)CN2C(=O)NC(C)(c3ccc(C)cc3)C2=O)cn1 (stereo not given)	-0.4%	2.4%	.	-5.0%	.	-3.0%	-1.7%	-4.4	.	.	.
Cc1cc(F)ccc1NC(=O)C(C)n1c2ccccc2c2nc(=O)cc(C)n21 (stereo not given)	3.6%	4.6%	3.9%	-6.7%	5.9%	4.4%	3.1%	-2.3	.	-1.6%	0.8%
CCCCn1c(=O)c(CCC(=O)OCC(=O)Nc2cccc3ccccc23)nc2ccccc21	3.8%	-5.5%	8.0%	-2.8%	-4.5%	1.7%	-6.8%	3.0	-0.1%	1.4%	21.6%
CCN(Cc1ccccc1)S(=O)(=O)c1c(C)[nH]c(C)c1C(=O)N1CCCCC1	0.9%	-3.2%	-8.2%	2.3%	-3.3%	-3.4%	1.3%	-4.4	-7.3%	.	-3.3%
Cc1ccccc1Cn1nc(C)c(NC(=O)c2noc3c2CCc2ccccc2-3)c1C	-3.6%	?	?	-1.2%	?	?	1.1%	-2.5	5.6%	-1.3%	?
Nc1cc(Cl)nc(N/N=C/c2c(O)ccc3ccccc23)n1	2.69µM*	?	0.631µM*	2.51µM*	11.2µM*	4.5%	?	1.4	?	0.9%	4.6%
CC(C)(C)OC(=O)N1CCC(c2c(C(=O)NCC3CCN(C4CCCC4)C3)cnn2-c2cccc(Cl)c2)CC1 (stereo not given)	3.7%	6.2%	-8.1%	-5.2%	-3.8%	-3.6%	2.0%	-2.1	?	1.6%[0.46 µM]	-6.1%
CC(=O)c1cc2c(cc1NC(=O)Cn1nc(C)c(C)c(C#N)c1=O)OCO2	7.4%	11.8%	.	-4.7%	.	-3.3%	1.1%	1.3	.	.	.
Cc1ccc(/C=C2\SC(=S)N(NS(=O)(=O)c3ccc(C)cc3)C2=O)cc1	?	17.2%	6.0%	-5.4%	-2.7%	-13.8%	-4.3%	22.3	18.1%	2.0%	-9.3%
CCc1ccc(-c2cc(C(=O)NCc3ccccn3)c3ccccc3n2)cc1	0.849µM*	?	?	25.9%	?	9.8%	2.4%	.	-3.2%	-2.8%	.
Cc1ccccc1Cn1cc(NC(=O)c2noc3c2CC(C(C)(C)C)CC3)cn1 (stereo not given)	0.7%	?	-9.7%	-1.9%	-16.5%	2.2%	-2.7%	10.0	-16.8%	-6.1%	-14.8%
CC1CCN(c2nc3ccc(C(=O)N4CCN(Cc5ccc6c(c5)OCO6)CC4)cc3s2)CC1	?	?	?	0.7%	7.08µM*	?	2.7%	2.4	-7.7%	1.1%	?
O=C(NCc1ccc(Cl)cc1)c1ccncc1	-0.7%	-43.0%	35.9%	1.0%	-4.2%	3.5%	-2.5%	3.6	1.0%	-1.6%	0.5%
CCOC(=O)C1CCN(S(=O)(=O)c2ccc(C)c(C)c2)CC1	0.7%	13.3%	-14.1%	0.8%	1.2%	-7.6%	-1.8%	-12.4	-0.6%	10.8%	-12.6%
CCOc1ccc(NC(=O)NC(=O)N(C(C)C)S(C)(=O)=O)cc1	4.7%	8.9%	19.5%	11.8%	-0.7%	1.8%	-6.2%	-0.2	-4.9%	2.0%	-2.7%
COc1cc(OC)cc(C(=O)Nc2cccc(NC(=O)c3ccccc3)c2)c1	16.9µM*	16.4µM*	0.7%	0.1%	-4.1%	-13.2%	-4.1%	-3.6	?	.	-4.0%
CC(=O)NCc1ccc(C(=O)CCl)cc1	-3.7%	?	?	-31.7%[inhibitor]	?	?	-17.2%	3.7	-1.3%	0.0%	-2.5%
CCOc1ccc(NC(=O)CN(C)C(=O)C2=COCCO2)cc1OCC	0.7%	3.6%	.	-3.4%	.	2.4%	6.0%	8.6	.	.	.
Cc1ccc2oc(C(=O)N(Cc3ccccc3)C3CCS(=O)(=O)C3)c(C)c2c1 (stereo not given)	-1.1%	-17.1%	.	1.2%	.	10.5%	-4.0%	-13.5	?	2.6%	1.3%
CCn1c(SCC(=O)NC2CC2)nnc1C(C)Oc1ccccc1 (stereo not given)	-8.0%	0.8%	-44.9%	1.8%	0.1%	-3.8%	-0.6%	.	.	-2.8%	2.2%
CCCOc1ccc(CNC(=O)C2CCN(c3nn4c(=O)cc(C)nc4s3)CC2)cc1	5.3%&-1.2%	-2.6%	-8.4%	-1.3%	-5.8%	-10.6%	-1.6%	-7.2	-18.6%	.	-2.2%
COc1ccc(C(=O)NCC(=O)N/N=C/c2c(C)[nH]c3ccccc23)cc1OC	-6.9%	0.0%	34.2%	-3.3%	-2.2%	-1.5%	-4.4%	-8.6	.	-15.9%	4.1%
COc1ccc(-c2cn3cccnc3n2)cc1Br	19µM*	?	15.5%	11.6%	12.7%	3.5%	11.8%	2.8	0.4%	2.2%	37.6%[activator]
COc1ccc(CCN=Cc2c(C)[nH]n(-c3ccc([N+](=O)[O-])cc3)c2=O)cc1OC	-5.8%	3.0%	-16.0%	-3.7%	1.4%	1.6%	-1.3%	.	-1.2%	-15.3%	1.6%
Cc1ccc(CCS(=O)(=O)c2ccc(C(C)(C)C)cc2)cn1	-2.9%	?	?	-13.9%	-24.9%	-0.4%	-7.0%	9.6	4.9%	7.3%	1.6%
O=C(COc1cc(=O)n2c(n1)SCCC2)c1ccccc1	-6.1%	?	40.4%	4.2%	-10.3%	-0.6%	0.9%	1.6	13.4%	0.7%	2.3%
CCC(=O)N(Cc1cc(=O)[nH]c2ccccc12)c1ccc(OC)cc1	0.6%	-15.4%	41.0%	0.5%	1.7%	-3.2%	0.7%	0.6	-28.2%	.	4.5%
Cc1c(Br)c([N+](=O)[O-])nn1C(C)C(=O)N1CCc2ccccc2C1 (stereo not given)	?	?	7.5%	?	-1.6%	1.8%	?	-8.1	.	5.1%	4.5%
Cc1ccc(C)n1-c1ccc(C(=O)NC2CCN(Cc3ccccc3)CC2)cc1	0.8%	?	13.7%	-24.4%	-15.2%	6.0%	-15.3%	-3.3	2.4%	1.5%	-6.5%
COc1cc2[nH]c(C(=O)Nc3ccc(F)cc3)cc2c(OC)c1OC	-19.7%	?	?	-16.5%	2.6%	2.6%	-21.2%	.	35.7%[activator]	.	-1.7%

Screens from PubChem BioAssay.
